From PubChem
B2AR arrestin – recruits beta-arrestin to the human beta2-adrenergic receptor; P07550; beta-arrestin recruitment to beta2AR, cell-based reporter; Potency, µM (highest dose often 46.1 µM), for the others: at the highest dose activation, actives largely listed as activators; hit rate 0.02% among 330,000;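 further: potency means the concentration at half of the fitted maximal effect; 0% = DMSO controls and full agonism = EC100 isoproterenol or metaproterenol; nearly all actives have a fitted effect of over 65% in size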
TSHR antagonist – human thyrotropin receptor antagonism. AID 504810. activity change, negative = inhibition, % at 11.5 µM. hit rate 0.2% among 330,000. TSHR-expressing cells, TSH-stimulated cAMP HTRF, 2 h; active compounds read low;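 active means activity change below a set negative limit, meaning inhibition stronger than a set level, cut at about -70% in these data; inconclusive means activity change between two set negative limits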; further: on the % scale 0 is the no-effect control and ±100 the full control effect
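Inhibition of cAMP made by TSHR-expressing cells under TSH stimulation (4nM final, EC80; 2 h, 37 deg C) is quantified with a one-step lysis HTRF kit, anti-cAMP cryptate versus cAMP-d2.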
TCR activator – T cell receptor activation. Potency, µM (highest dose often 9.22 µM), for the others: top-dose activation of IL-2 secretion, actives largely listed as activators. primary human leukocytes, anti-CD3, IL-2 HTRF, 48 h. 330,000 tested, under 10 active; further: % of control where 0% means no effect
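IL-2 produced over 48 hr by a-CD3 bead-stimulated primary human leukocytes exposed to compounds was detected with a homogeneous time-resolved FRET immunoassay, 665nm acceptor signal after 320nm excitation.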
USP2a block – blocks human ubiquitin-specific protease USP2a; O75604; USP2 core, Ub-CHOP2 coupled fluorogenic reporter, 485/531; hit rate 0.01% among 330,000; Potency, µM (doses to about 38.3 µM), without a hit: at the top dose activity change, negative = inhibition, most hits filed as inhibitors; AID 463254;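 further: potency means the concentration at half of the fitted maximal effect; plate controls were DMSO wells for no effect and full inhibition by NEM control for full effect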
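USP2 core (10nM final) preincubated 30min RT with compound in 20mM Tris-HCl pH 8.0, 2mM CaCl2, 2mM beta-mercaptoethanol, 0.05% CHAPS; 25nM Ub-CHOP2 plus 25nM reporter substrate added, fluorescence (Ex485/Em531) read after 60min.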
BCR signal inh – blocks chronic active B-cell receptor signaling; ABC-DLBCL IkBa-CBG/CBR reporter, luminescence ratio, 4 h; Potency, µM (titrated, usually from 46.1 µM), inactives show at the top dose ratio change, negative = lower green/red ratio, actives largely listed as inhibitors; hit rate 0.05% among 340,000; active means well fitted inhibition curve with a large enough effect in the signal ratio, with a control signal flat, not every such curve was filed as active; inconclusive means small, poorly fitted or top-dose-only effect, or effect the other way, or a change in a side signal; the % refers to the signal ratio;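 further: potency means the concentration at half of the fitted maximal effect; plate controls were basal doxycycline-induced cells for no effect and cells given 10 µM MG132 for full effect; MG132 reads +100%, hits lower the ratio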
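TMD8 human ABC-DLBCL cells with doxycycline-inducible IκBα–green luciferase fusion and unfused red luciferase, in 0.5% FBS medium; compounds up to 46 uM, 4 h at 37C. Green/red luminescence ratio, filter-overlap corrected, fitted to concentration-response curves.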
PTAP TSG101 blk – blocks PTAP/TSG101 interaction to inhibit HIV-1 budding; Q99816; Fluorescence polarization, FITC-PTAP peptide / Tsg101 binding; Potency, µM (doses to about 115 µM), for inactives: at the highest dose activity change, negative = inhibition, hits mostly inhibitors; 340,000 tested, under 10 active; active means well fitted inhibition curve with a large enough effect in the main read-out, with a control signal flat, not every such curve was filed as active; inconclusive means small, poorly fitted or top-dose-only effect, or effect the other way, or a change in a side signal; inactive means no such curve, though single readings can be large or run the other way; further: potency means the concentration at half of the fitted maximal effect; % of control where 0% means no effect
Target sequence (Q99816 whole entry, looked up): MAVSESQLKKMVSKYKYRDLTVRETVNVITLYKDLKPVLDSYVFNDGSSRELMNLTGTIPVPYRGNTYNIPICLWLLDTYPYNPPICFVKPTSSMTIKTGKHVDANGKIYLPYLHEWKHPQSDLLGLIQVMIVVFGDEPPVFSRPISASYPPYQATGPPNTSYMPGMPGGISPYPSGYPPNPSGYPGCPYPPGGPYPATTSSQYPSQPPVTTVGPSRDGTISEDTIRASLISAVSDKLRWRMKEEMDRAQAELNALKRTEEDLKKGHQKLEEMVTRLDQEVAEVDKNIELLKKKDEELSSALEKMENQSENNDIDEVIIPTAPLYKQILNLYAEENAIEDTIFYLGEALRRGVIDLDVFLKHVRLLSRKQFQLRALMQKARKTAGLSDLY
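Compounds were pin-transferred onto Tsg101 binding domain (10 uM final) in HEPES pH 7.5 buffer, then FITC-PTAP peptide was added at 50 nM final. After 20 min at RT, polarization reported peptide displacement across a qHTS concentration series.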
Eya2 inh – Eya2 (human) phosphatase inhibition; Potency, µM (titrated, usually from 76.9 µM), inactives show top-dose activity, negative = inhibition, most hits filed as inhibitors; hit rate 0.006% among 330,000; recombinant Eya2, OMFP fluorescence dephosphorylation (OMFP is methylfluorescein phosphate); O00167; further: potency means the concentration at half of the fitted maximal effect; on the % scale 0 is the no-effect control and ±100 the full control effect
Target sequence (O00167 whole entry, looked up): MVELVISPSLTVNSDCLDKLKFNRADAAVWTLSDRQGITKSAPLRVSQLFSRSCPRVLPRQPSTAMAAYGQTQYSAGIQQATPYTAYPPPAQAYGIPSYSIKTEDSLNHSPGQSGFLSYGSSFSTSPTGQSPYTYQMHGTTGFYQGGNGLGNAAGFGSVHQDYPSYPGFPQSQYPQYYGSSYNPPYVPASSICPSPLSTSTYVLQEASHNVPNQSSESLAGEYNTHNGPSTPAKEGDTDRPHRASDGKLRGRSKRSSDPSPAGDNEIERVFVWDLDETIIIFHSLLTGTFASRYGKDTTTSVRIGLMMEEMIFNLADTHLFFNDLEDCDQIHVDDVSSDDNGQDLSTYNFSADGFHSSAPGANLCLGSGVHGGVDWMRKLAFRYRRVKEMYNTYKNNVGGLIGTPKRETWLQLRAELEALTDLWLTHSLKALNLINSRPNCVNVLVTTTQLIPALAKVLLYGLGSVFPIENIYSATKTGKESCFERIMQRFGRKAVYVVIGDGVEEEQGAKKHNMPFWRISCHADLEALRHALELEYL
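Eya2 protein (added as 0.2 uM solution) was preincubated with compound for 10 min at ambient temperature in 50 mM HEPES pH 7.5, 50 mM NaCl, 5 uM MgCl2, 0.05% BSA, 1 mM DTT. OMFP (added at 50 uM) then reacted 10 min; fluorescence read at 485/525 nm.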
Tb PFK inh – inhibitors of T. brucei phosphofructokinase. O15648. T. brucei PFK, ADP-Glo luminescence. Potency, µM (series often up to 57.5 µM), inactives show top-dose activity, negative = inhibition, most hits filed as inhibitors. hit rate 0.17% among 330,000;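 further: potency means the concentration at half of the fitted maximal effect; 0% = uninhibited 1x PFK enzyme wells and -100% = no-enzyme wells; nearly all actives have a fitted effect of over 60% in size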
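In TEA buffer at pH 8.0 with 5 mM MgCl2, enzyme (1.25 nM) converted F6P (0.5 mM) and ATP (0.1 mM) for 45 min at room temperature. ADP product was read by luciferase luminescence.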
uPA surface inh – blocks generation of uPA at the cell surface. Potency, µM (series often up to 38.3 µM), without a hit: top-dose activity change, negative = inhibition, hits mostly inhibitors. hit rate 0.31% among 330,000. cell surface uPA generation assay, qHTS; active means well fitted inhibition curve with a large enough effect; inconclusive means small, poorly fitted or top-dose-only effect; inactive means no such curve, though single readings can be large or run the other way; tested in mouse RAW 264.7 cells; further: potency means the concentration at half of the fitted maximal effect; on the % scale 0 is the no-effect control and ±100 the full control effect; nearly all actives have a fitted effect of over 55% in size
Mito fusion yeast – inhibitors of mitochondrial division or activators of mitochondrial fusion. S. cerevisiae fusion-defective mutant growth rescue, CellTiterGlo 48 h. Potency, µM (series often up to 46.1 µM), inactives show at the top dose growth rescue (activation), most hits filed as activators. hit rate 0.23% among 320,000. AID 485298;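 further: potency means the concentration at half of the fitted maximal effect; % of control where 0% means no effect; nearly all actives have a fitted effect of over 45% in size; temperature-sensitive fusion mutants such as fzo1-1 at 37 °C on non-fermentable ethanol glycerol medium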
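S. cerevisiae fusion-defective temperature-sensitive mutants (e.g. fzo1-1, mgm1-5) grown 48 h at 37C in YPEG (ethanol/glycerol non-fermentable) medium with 23 nl compound per well; growth rescue read as CellTiterGlo luminescence.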
ELG1 DNA repair – inhibitors of ELG1-dependent DNA repair in HEK293T cells; HEK293T ELG1-luciferase reporter, luminescence, 16 h; DNA damage induced by 5-fluorouridine; Potency, µM (top dose mostly 46.1 µM), inactives show at the top dose activity change, negative = inhibition, most hits filed as inhibitors; hit rate 2.3% among 330,000; AID 504467; further: potency means the concentration at half of the fitted maximal effect; on the % scale 0 is the no-effect control and ±100 the full control effect; nearly all actives have a fitted effect of over 55% in size
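Overnight (16 hr) co-exposure of 2,000 cells/well to 5-fluorouridine and compound at 37 °C preceded detection. Luciferase was quantified via ONE-Glo luminescence; loss of signal denotes inhibition.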
* = called active by the depositor; ? = inconclusive; / = not tested or not shown; [ ] = dose if it differs, or a comment. Unless noted, the call rests on the fitted dose curve; in most records, active means well fitted curve in the direction sought with a large enough effect; inconclusive means small, poorly fitted or top-dose-only effect, or another doubt; inactive means no such curve, though single readings can be large; an effect the other way counts as inactive or inconclusive.

canonical_smiles	ELG1 DNA repair	Eya2 inh	uPA surface inh	TSHR antagonist	USP2a block	PTAP TSG101 blk	Mito fusion yeast	TCR activator	B2AR arrestin	Tb PFK inh	BCR signal inh
Cc1nn(C)c(C)c1S(=O)(=O)N1CCCC(C(=O)NCCc2ccc(Cl)cc2)C1 (configuration not stated)	-4%	-12%	8%	0	1%	-1%	-1%	1%	-0.1%	0%	0%
O=C(COc1ccccc1)NCC(=O)N/N=C/c1ccc(O)cc1O	?	8%	4%	0	0%	-1%	0%	1%	-0.4%	-9%	-2%
CC(C(=O)Nc1ccccc1-c1ccccc1)N(C)Cc1nc2ccccc2c(=O)[nH]1 (configuration not stated)	?	-5%	-6%	-4	4%	1%	5%	-3%	0.1%	-2%	?
CC(C)(C)c1ccc(NC(=O)CC2(C(F)(F)F)OCCO2)cc1	?	0%[15.4 µM]	-6%	-1	-2%	0%	1%	1%	0.0%	-5%	?
CN(CC(=O)Nc1cccc(F)c1)CC(=O)N(C)c1c(N)n(Cc2ccccc2)c(=O)[nH]c1=O	16%	-22%	15%	-3	2%	-6%	/	-16%	-0.1%	1%	0%
COC(=O)Cn1cnc2c1c(=O)n(C)c(=O)n2C	25%	1%	0%	12	0%	-6%	0%	2%[46.1 µM]	0.3%	-1%	?
CCS(=O)(=O)Nc1ccc(-c2nnc(SCC(=O)c3cccc(OC)c3)o2)cc1	0%	6%	-1%	2	2%	1%	-1%	-3%	-0.5%	2%	-3%
Cc1ccccc1NC(=O)c1c(O)c2cccc3c2n(c1=O)CC3	?	7%	/	-13	2%	/	2%	/	0.0%	0%	?
Cc1c(Nc2c3c(c(C#N)c4nc5ccccc5n24)CCC3)c(=O)n(-c2ccccc2)n1C	13%	6%	/	-9	-2%	/	2%	/	0.1%	0%	?
Cc1ccc(C(=O)C(C)OC(=O)c2ccccc2[N+](=O)[O-])cc1 (configuration not stated)	?	-10%	-4%	5	4%	0%	16%	-6%[46.1 µM]	-0.1%	-1%	?
CC(=O)OCC(=O)c1ccc2ccn(C(C)=O)c2c1	5%	-2%	/	9	-1%	-9%	0%	-1%[46.1 µM]	-0.2%	1%	3%
Cc1ccc(N2C(=O)N(CC(=O)NCc3ccc(Cl)cc3)C(=O)C2C)cc1 (configuration not stated)	-4%	9%	1%	-4	-1%	-2%	-2%	9%	-0.1%	-3%	-3%
Cc1ccc(S(=O)(=O)CCC(=O)OCC(=O)c2ccc(F)cc2)cc1	4%	-1%	13%	19	0%	-3%	1%	2%	-0.1%	-12%	5%
CN(CCC1CCCCO1)C(=O)CCc1nnc(C2CCCCC2)o1 (configuration not stated)	?	1%	5%	0	2%	-12%	2%	-3%	0.1%	0%	-4%
CC1CCCC(C)N1C(=O)COC(=O)c1ccc2ccccc2n1 (configuration not stated)	0%	8%	3%	/	6%	-3%	/	-4%	-2.4%	0%	7%
COc1ccc(C2c3ccc(O)cc3Oc3ncn4nc(-c5cccnc5)nc4c32)cc1OC (configuration not stated)	10µM*	-5%	-6%	-4	-12%	-1%	-1%	-5%	4.9%	1%	-19%
Cc1n[nH]c(=O)nc1NCC1CCCO1 (configuration not stated)	11%	-14%	3%	6	0%	0%	-2%	13%	-2.1%	-7%	6%
Cc1nc(COc2cccc(Cl)c2)sc1C(=O)/C=C/N(C)C	?	1%	2%	5	-2%	-4%	9%	3%	-0.4%	-2%	2%
Cc1cc(C)c(C)c(S(=O)(=O)N[C@@H](C)C(=O)OCC(=O)NC2CCCC(C)C2C)c1C (some centres not stated)	?	-19%	4%	-11	1%	-3%	/	5%	-0.2%	4%	?
O=C(CSc1nccn1-c1ccccc1)NO	6%	-6%	5%	20	1%	-3%	-9%	-4%	-1.0%	1%	1%
COCCn1c(SCc2nc3cc(OC)c(OC)cc3c(=O)[nH]2)nnc1-c1ccncc1	-10%	3%	10%	-1	3%	-10%	-1%	5%	0.5%	1%	4%
N=c1sccn1CC(=O)Nc1ccc2c(c1)CCC2	1%	-5%	1%	2	-1%	-3%	3%	-4%	0.0%	2%	3%
COc1ccc(N(CC(=O)NCc2ccc(Cl)cc2)S(=O)(=O)c2c(C)noc2C)cc1	9%	1%	-1%	3	2%	0%	3%	6%	-0.5%	-1%	5%
O=C(NCc1ccc(F)cc1)c1cnc(-c2ccccn2)nc1C(F)(F)F	2%	-6%	0%	7	-3%	-8%	-1%	-1%	-0.7%	-1%	-18%
COc1cc(S(=O)(=O)N2CCCCC2)ccc1NC(=O)Cc1ccccc1	-24%	28%	/	17	4%	-4%	0%	/	-0.3%	-3%	-1%
N#Cc1cnc(NCc2ccc(Cl)cc2Cl)nc1	24%	7%	9%	-1	8%	-1%	-11%	3%	0.3%	4%	5%
Cc1nc2ccccc2c2c1C(=O)N(C)C2=O	0%	7%	15%	-7	1%	-6%	-3%	3%	-0.2%	-1%	?
COc1ccc(C(=O)N2CCN(c3ccccc3OC)CC2)cc1	-2%	9%	22%	-2	1%	0%	-10%	-7%	-0.2%	-3%	-3%
CCn1c(SCC(=O)N2CCc3ccccc3C2)nc2c1c(=O)n(C)c(=O)n2C	-8%	-3%	/	2	-1%	-1%	-1%	/	-0.1%	0%	14%
O=C(CN1CCN(c2ccccc2)CC1)Nc1ccc(-n2cnnn2)cc1	1%	-7%	1%	2	5%	-6%	-1%	-2%	-0.2%	0%	?
NC(=O)COC(=O)c1cc(Cl)cc(Cl)c1N	18%	9%	-5%	-5	3%	-5%	1%	-4%	0.0%	-3%	-5%
COCn1c(C(O)c2ccccc2)cc2ccccc21 (configuration not stated)	-8%	8%	8%	18	1%	0%	1%	-2%	0.6%	3%	0%
CCc1cccc(CC)c1NC(=S)N1CCn2cccc2C1c1cccnc1 (configuration not stated)	-1%	-20%	1%	1	2%	-2%	-2%	-8%[46.1 µM]	0.6%	3%	0%
O=C(NC1CCC(O)CC1)c1ccc(S(=O)(=O)NCc2ccco2)cc1 (configuration not stated)	17%	2%	-2%	25	0%	-11%	-1%	5%	-0.1%	-2%	-10%
COc1ccc(S(=O)(=O)N(CC(=O)NCc2ccccn2)Cc2ccccc2)cc1	-1%	8%	2%	7	2%	-5%	3%	1%	-0.4%	-2%	-13%
CN(Cc1ccccc1)C(=O)c1nc[nH]c1C(=O)N1CCN(C(=O)OC(C)(C)C)CC1	21%	-33%	15%	-4	5%	/	-8%	4%	-0.1%	0%	5%
Cc1cc(C[n+]2ccccc2)c2nsnc2c1	-9%	2%	-1%	5	1%	-10%	1%	4%	-0.4%	8%	-1%
CCC(C)(C)NC(=O)CSc1nc(Cc2ccccc2)nc2ccccc12	-24%	-15%	1%	-6	2%	-3%	0%	6%	-0.1%	0%	2%
CCN(C(=O)COC(=O)c1c(-c2ccccc2)noc1C)C1CCS(=O)(=O)C1 (configuration not stated)	-7%	-9%	-4%	21	2%	0%	0%	0%	0.0%	-12%	?
C#CCOCCOCCOCCNc1nc(N2CCN(C(=O)Cn3cc(CCCN=C(N)N)nn3)CC2)nc(N2CCN(C(=O)[C@H]([C@@H](C)O)n3cc(CCCCN)nn3)CC2)n1	?	22%	4%	8	2%	-1%	-4%	5%	0.4%	-14%	?
CN(C(=O)CCCN1C(=O)c2cccc3cccc(c23)C1=O)c1ccccc1	?	-1%	2%	-5	0%	-2%	6%	0%[46.1 µM]	-0.7%	-5%	?
O=C(CSCc1c(Cl)cccc1Cl)NCc1ccccn1	1%	9%	3%	3	2%	-5%	3%	-1%	0.2%	-4%	-11%
Clc1ccc2c(N/N=C/c3ccc(Br)cc3)ccnc2c1	16µM*	2%	-4%	-2	?	2%	-40%[inhibitor]	0%[46.1 µM]	3.0%	-6%	?
COC(=O)C1(C(F)(F)F)N=C(N(C)C)OC(N(C)C)=N1	10%	10%	-5%	14	-1%	-2%	1%	-7%	-0.8%	8%	-2%
CC(NC(=O)CCn1c(=S)[nH]c2ccsc2c1=O)c1ccccc1 (configuration not stated)	-5%	7%	-2%	-4	1%	-2%	-1%	21%	0.2%	-6%	6%
